NPYLR7 ag – activates Aedes aegypti NPYLR7 receptor. HEK293T NPYLR7/Galpha15, GCaMP6s calcium fluorescence. activation, % at 10 µM. actives 0.15% (n = 270,000). AID 1259423; in the data active means activation above about 40%;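 further: 0% = vehicle and 100% = reference agonist at the receptor; some compounds past the cut are filed as inactive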
mcGAS lum – mouse cGAS inhibition by luminescence | recombinant cGAS, Kinase-Glo ATP depletion luminescence | inhibition, % at 12.5 µM | actives 0.15% (n = 160,000) | AID 1259399;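 further: 0% = negative control wells and 100% = reference inhibitor with no enzyme activity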
hcGAS lum – inhibitors of human cGAS; actives 0.081% (n = 290,000); AID 1259398; recombinant h-cGAS, ATP depletion, Kinase-Glo luminescence; Q8N884; inhibition, % at 12.5 µM;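 further: 0% = vehicle reaction and 100% = reaction without DNA for no activity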
Target sequence (Q8N884 whole entry, looked up): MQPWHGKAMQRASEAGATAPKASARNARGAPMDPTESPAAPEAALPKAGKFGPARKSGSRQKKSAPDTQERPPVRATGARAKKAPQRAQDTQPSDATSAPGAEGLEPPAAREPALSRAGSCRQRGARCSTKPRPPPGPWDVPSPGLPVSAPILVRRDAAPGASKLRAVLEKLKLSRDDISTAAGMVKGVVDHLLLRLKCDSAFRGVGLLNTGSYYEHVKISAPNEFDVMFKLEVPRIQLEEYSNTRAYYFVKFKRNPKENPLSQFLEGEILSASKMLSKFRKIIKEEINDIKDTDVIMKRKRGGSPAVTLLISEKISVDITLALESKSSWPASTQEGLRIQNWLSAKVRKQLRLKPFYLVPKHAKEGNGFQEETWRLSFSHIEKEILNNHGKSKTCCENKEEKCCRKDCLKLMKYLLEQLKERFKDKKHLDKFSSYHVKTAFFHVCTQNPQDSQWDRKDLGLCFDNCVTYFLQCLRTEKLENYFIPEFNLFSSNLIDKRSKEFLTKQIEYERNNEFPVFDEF
Active calls of the source: *; nt = no result given; & = joins results of further samples. Unless noted, no stated cut-off is given here; in the data, active means inhibition above about 40%; inactive means the rest.

SMILES	NPYLR7 ag	mcGAS lum	hcGAS lum
COc1cc(C)ccc1-n1c(CCC(=O)N2CCc3ccccc3C2)cc2c1-c1ccccc1OC2	1	0	2
Cc1cc(C(F)F)n2nc(C(=O)Nc3cc(OCC(F)(F)F)cc([N+](=O)[O-])c3)nc2n1	-1	nt	-4
CC1=C(C=NNC(=O)C23CC4CC(CC(C4)C2)C3)C(=O)N(C)C(=O)C1C#N (configuration not stated)	5	nt	15
COCCNc1nnc(SC2CCc3ccc(F)cc32)s1 (configuration not stated)	2	nt	-5
COCCN(CC(=O)Nc1nc(CC(=O)NC2CCN(Cc3ccccc3)CC2)cs1)C(=O)c1ccc(OC)cc1	-5	-5	-11
CCCN(Cc1csc(COc2ccc(C)c(C)c2)n1)C(=O)c1ccc(Cl)cc1	-7	-10	-4
O=C(CCn1nnnc1CN1CCOCC1)N1CCCC1c1ccc(F)cc1 (configuration not stated)	8	-4	-3
COc1cc(-c2onc(C)c2C(=O)NCC2CCCO2)cc(OC)c1OC (configuration not stated)	3	-5	-8
COc1ccc2nc(CNC(=O)Cc3nc(C)sc3C)[nH]c2c1	-4	-11	-6
N#Cc1cccc(NC(=O)CN(Cc2ccco2)Cc2cccs2)c1	6	nt	0
CCOc1ccccc1CC(=O)N1C[C@H]2C[C@H](O)[C@H](O)C[C@H]2C1	6	nt	-5
CC1=C(C(=O)OCC(C)C)C(c2ccc(OCc3ccccc3)cc2)C2=C(CCCC2=O)N1 (configuration not stated)	3	-1	-1
Cn1cc(C(=O)N2CCN(C(=O)CC3CCCC3)CC2)c2nn(-c3ccccc3)c(=O)c-2c1	-1	-8	-10
COc1ccc(NC(=O)c2cc3nc(-c4ccc(Br)cc4)cc(C(F)(F)F)n3n2)c(OC)c1	0	-6	-8
COC(=O)N1CCC(NC(=O)CCSc2nc3ccccc3s2)CC1	-1	-2	2
CCc1ccc(-c2ccc(=O)n(CC(=O)NC3CCCC3)n2)cc1	11	nt	-9
CC(C)(C(=O)N1CCN(C(=O)c2cccc(OC(F)F)c2)CC1)c1ccccc1	6	nt	-4
CCc1c(C)nn(CC(=O)N2CC[C@]3(OC)CC[C@H](O)C[C@H]23)c1C	nt	-6	-9
CC(C)c1nc2cc(C(=O)N3CCNC(=O)C3Cc3ccccc3)ccc2o1 (configuration not stated)	2	nt	-3
Cc1cccc(CN2CCC3(CC2)NC(=O)c2c(Cl)cccc2N3)c1	0	-2	-2
CSc1cccc(-n2c(C)ccc2C)c1	2	nt	-3
Cc1ccccc1CC(=O)NC1CCc2[nH]c3ccc(Br)cc3c2C1 (configuration not stated)	0	0	0
CCCc1cc(C(=O)OCC)c(NC(=O)C(=O)OC)s1	nt	1	-1
O=C1NCC(C(=O)NC(c2ccccc2)c2ccc(Cl)cc2)N1 (configuration not stated)	19	-15	-6
Cc1cc(C)n2c(NC(C)(C)CC(C)(C)C)c(-c3cccs3)nc2c1	33	-6	-6
COC(=O)Cn1c(=NC(C)=O)sc2cc(S(C)(=O)=O)ccc21	2	nt	-7
O=C(c1cc(-c2ccccc2)nc2cc(-c3ccccc3)nn12)N1CCN(c2cccc(C(F)(F)F)c2)CC1	15	-10	-8
CCC1=NOC(C(=O)NCCc2nc3ccccc3c(=O)[nH]2)C1 (configuration not stated)	24	nt	-10
CN1C(=O)C2(c3cc(Br)ccc31)N1CC3(C)CN2CC(C)(C1)C3=O (configuration not stated)	1	-2	-8
Cc1ccn2c(NC(=O)C3CCCC3)c(-c3ccccc3)nc2c1	-4	-8	-8
CC(C)c1ccc(C(=O)c2c(N)c(C(=O)Nc3ccc(F)cc3)c3ccccn23)cc1	-3	-9	-6
O=C([C@@H]1CCCN1c1nccc(Nc2ccccc2)n1)N1CC[C@@H](O)C1	-1	nt	-5
O=c1[nH]c(=O)n(C2CCCO2)cc1F (configuration not stated)	-9&7	-5	-5&-4
Cc1ccc(C)n1-n1cnc2scc(-c3ccc(C(C)C)cc3)c2c1=O	-4	-3	-4
O=C(c1coc(CN(Cc2ccccc2)Cc2cccc(F)c2)n1)N1CCCC1	6	-6	1
O=C(NCCCN1CCCC1=O)C(C1CCCC1)N1CCN(C(=O)Nc2ccccc2)CC1 (configuration not stated)	-8	-4	-4
Cc1ccc(CN(Cc2ccc(F)cc2)C(=O)CN(C(=O)c2cccs2)C2CC2)s1	-10	2	-3
CCCCC1CCC(c2noc(-c3ccc(F)cc3)n2)CC1 (configuration not stated)	16	-4	-5
Cc1nsc(NC(=O)NCc2cccc(CN3CCCC3)c2)n1	0	-19	-7
c1csc(C2C3CCc4ccccc4C3=Nc3ncnn32)c1 (configuration not stated)	-1	nt	-2

14 neighbouring records from above, quoted:
SMILES	NPYLR7 ag	mcGAS lum	hcGAS lum
COc1cc(C)ccc1-n1c(CCC(=O)N2CCc3ccccc3C2)cc2c1-c1ccccc1OC2	1	0	2
Cc1cc(C(F)F)n2nc(C(=O)Nc3cc(OCC(F)(F)F)cc([N+](=O)[O-])c3)nc2n1	-1	nt	-4
CC1=C(C=NNC(=O)C23CC4CC(CC(C4)C2)C3)C(=O)N(C)C(=O)C1C#N (configuration not stated)	5	nt	15
COCCNc1nnc(SC2CCc3ccc(F)cc32)s1 (configuration not stated)	2	nt	-5
COCCN(CC(=O)Nc1nc(CC(=O)NC2CCN(Cc3ccccc3)CC2)cs1)C(=O)c1ccc(OC)cc1	-5	-5	-11
CCCN(Cc1csc(COc2ccc(C)c(C)c2)n1)C(=O)c1ccc(Cl)cc1	-7	-10	-4
O=C(CCn1nnnc1CN1CCOCC1)N1CCCC1c1ccc(F)cc1 (configuration not stated)	8	-4	-3
COc1cc(-c2onc(C)c2C(=O)NCC2CCCO2)cc(OC)c1OC (configuration not stated)	3	-5	-8
COc1ccc2nc(CNC(=O)Cc3nc(C)sc3C)[nH]c2c1	-4	-11	-6
N#Cc1cccc(NC(=O)CN(Cc2ccco2)Cc2cccs2)c1	6	nt	0
CCOc1ccccc1CC(=O)N1C[C@H]2C[C@H](O)[C@H](O)C[C@H]2C1	6	nt	-5
CC1=C(C(=O)OCC(C)C)C(c2ccc(OCc3ccccc3)cc2)C2=C(CCCC2=O)N1 (configuration not stated)	3	-1	-1
Cn1cc(C(=O)N2CCN(C(=O)CC3CCCC3)CC2)c2nn(-c3ccccc3)c(=O)c-2c1	-1	-8	-10
COc1ccc(NC(=O)c2cc3nc(-c4ccc(Br)cc4)cc(C(F)(F)F)n3n2)c(OC)c1	0	-6	-8

Carrying on:
SMILES	NPYLR7 ag	mcGAS lum	hcGAS lum
C=CCNc1nc2c(c(=O)[nH]c(=O)n2C)n1CCCCCCCC	-5	nt	-9
O=C(c1cc(-c2ccc(Cl)cc2)on1)N1CCN(S(=O)(=O)c2ccccc2)CC1	-6	nt	-5
O=C(CN1CCC(Cn2cnc3ccccc32)CC1)Nc1cccc(F)c1	0	nt	-2
COC(C)C(=O)Nc1cc(C)nn1-c1cccc(C(F)(F)F)c1 (configuration not stated)	4	nt	-6
C/C(=C\c1ccco1)CN1CCCC1c1ccccn1 (configuration not stated)	15	nt	-6
Cc1c(C(=O)N2CCCCC2)sc(NC(=O)c2ccc([N+](=O)[O-])cc2)c1C#N	-10	-7	-6
O=S(=O)(NNc1c(F)c(F)c(F)c(F)c1F)c1ccc(Cl)cc1	5	nt	-8
Cc1nnc(CSc2nc3sc4c(c3c(=O)n2-c2ccccc2C)CCCC4)o1	0	-7	-5
COc1ccc(OC)c(S(=O)(=O)NCCCn2ncccc2=O)c1	-4	-8	-1
Cc1ccc(-c2nc(CC(=O)NCc3ccc(-c4csc(C)n4)s3)cs2)cc1	-2	-8	-7
OCC1(Cc2cccc(Cl)c2)CCCN(Cc2nc(-c3ccc(F)cc3)cs2)C1 (configuration not stated)	-5	-5	-2
COCCCN(CC(=O)N(CCc1ccccc1)Cc1ccc(C)o1)C(=O)c1ccc(C)cc1	nt	-1	3
O=C(O)c1cccc2c1NC(c1ccc3c(c1)OCO3)C1C3CCC(C3)C21 (configuration not stated)	-18	nt	-6
COc1cc(C(=O)N2CCOC(COCc3c(Cl)cccc3Cl)C2)ccc1F (configuration not stated)	3	-6	-1
CCn1nnnc1SCc1ccc(C(=O)N2C3CCC2CC(Oc2ccc(F)cc2F)C3)cc1 (configuration not stated)	1	-7	-5
COc1ccccc1C(=O)N1CCN(CC(OCc2c(F)cccc2F)c2ccc(Cl)cc2)CC1 (configuration not stated)	nt	-3	3
Nc1nc2c(s1)CCCC2	5	-4	-11
C[C@]1(Cn2ccnn2)C(C(=O)O)N2C(=O)CC2S1(=O)=O (some centres not stated)	-1	nt	-2
Cc1ccc(NC(=O)c2ccc(CS(C)(=O)=O)cc2)c(Cl)c1	4	nt	-7
CN(C)C=Nc1c(C#N)c2n(c1C(=O)c1ccc(Br)cc1)CCC2	19	-7	-6
CC1=C[C@@H](CNC(=O)c2ccco2)[C@H](C(C)C)C[C@H]1CC(=O)Nc1ccccn1	-11	-5	-2
COc1ccccc1Oc1cc(C)nc(SCc2cccc(C#N)c2)n1	17	-4	0
COc1ccc(OC)c(CN(Cc2ccc(F)cc2)Cc2nc(C(=O)NCc3ccncc3)co2)c1	17	-5	0
CC(C)NC(=O)NCC12CC3CC(CC(C3)C1)C2	-23	nt	5
C=CCN(Cc1nccn1Cc1ccc(Cl)c(Cl)c1)C(=O)NCCC	3	-5	-6
O=C(Cn1nc2c(c1NC(=O)c1cc(=O)c3ccccc3o1)CSC2)NCC1CCCO1 (configuration not stated)	-6	-1	3
Cc1ccsc1C(=O)N1CCC1(C)C(=O)Nc1ccc2nc[nH]c2c1 (configuration not stated)	4	nt	-4
COc1ccc(NC(=O)N(C)CCN2CCCC2)cc1OC(F)F	11	nt	-11
N#CCCN(CCC#N)C(=O)c1ccc([N+](=O)[O-])s1	4	nt	4
COc1ccc(CCCC(=O)N2CC3(CCNCC3)CC2C(=O)O)cc1 (configuration not stated)	3	-10	-7
COC(=O)C1=C(O)/C(=C\c2ccccn2)SC1=Nc1ccccc1OC	-3	nt	10
Cc1cc(C)c(C(N)=O)c(N(C)Cc2ccsc2)n1	11&6	-8&-5	-11&-5
CCN1CCN(c2nc(C)c3c(n2)CC(c2cccs2)CC3=O)CC1 (configuration not stated)	-1	nt	-7
COc1cccc(Cn2ccnc2CN(C(=O)c2cccc(F)c2)C2CC2)c1	4	-4	9
CC(=O)Oc1c(-c2ccc(NC(=O)c3cccc(Cl)c3)cc2)c(-c2cccc(N(C)C)c2)nn1-c1ccc(C)cc1	5	-5	-11
O=C(c1ccccc1Cl)n1sc(=O)c2ccccc21	-2	nt	-3
CCCC(=O)OCC(O)CN(Cc1cccc(F)c1)CC1CC(c2ccccc2)=NO1 (configuration not stated)	1	-3	-5
CCOC(=O)C1CCCN(C(=O)CN2CC3=C(C2=O)C(c2ccsc2)NC(=O)N3CC)C1 (configuration not stated)	-1	-7	-10
Cc1ccc(/C=C2N=C(/C=C/c3ccc(Cl)cc3)OC/2=O)cc1	-17	-2	-3
C(=Nn1cnnc1)c1nc2ccccc2[nH]1	1	nt	-6
COc1cccc(Cc2nsc(N(CCC(=O)NC(Cc3ccccc3)c3ccccc3)C(C)C)n2)c1 (configuration not stated)	27	-6	-3
O=C(N1CCN(Cc2cc(=O)c(OCc3cccc(F)c3)co2)CC1)C1(c2ccc(Cl)cc2)CCCC1	20	-7	-5
CCC/C=C/c1cncc(C(=O)N2CCCCC2)n1	11	nt	-7
CCc1nc(N(CCC(=O)N2CCN(c3ccccc3F)CC2)CCc2ccccc2)c2ccccc2n1	5	0	4
Cc1nc2c(SCC#N)nnc(-c3ccccc3)c2s1	1	-4	-3
CN1C(=O)C(=Cc2ccc(-c3ccc(F)cc3)o2)C(=O)N(C)C1=O	-4	-1	-2
Cc1cccc(OC(F)F)c1NCC(=O)Nc1ccc(C(=O)N(C)C)cc1	-2	nt	-6
CC(c1cccs1)N(C)C(=O)Nc1ccc(Cl)c2cccnc12 (configuration not stated)	13	nt	-1
CC(Oc1cccc(Cl)c1)C(=O)N1CCOC(COc2ccc3c(c2)CCCC3)C1 (configuration not stated)	23	nt	-10
CC(C)NC(=O)C(C)N(c1ccc(Oc2ccccc2)cc1)S(C)(=O)=O (configuration not stated)	-1	-7	-14
Continued:
SMILES	NPYLR7 ag	mcGAS lum	hcGAS lum
C=CCn1c(SCc2cccc(C(F)(F)F)c2)nnc1-c1ccc(OC)cc1	27	-5	-8
CC(=O)OCC(=O)[C@H]1CCC2C3CC=C4C[C@@H](O)CC[C@]4(C)C3CC[C@@]21C (some centres not stated)	-5	0	3
O=S(=O)(NCc1ccco1)c1ccc(F)cc1	5	nt	-8
CC(NCc1cnc(-c2ccccc2)[nH]1)c1ccc(Cl)s1 (configuration not stated)	6	nt	-14
Cc1ccc(-n2ccnc2SCC(=O)NCc2ccco2)cc1C	-8	nt	-5
CC(=O)Nc1cccc(NC(=O)COc2coc(CN3CCc4ccccc4C3)cc2=O)c1	5	-6	-4
CC(=O)N(C)CC(=O)NC1(c2cccc(Br)c2)CCC1	-14	nt	-10
Nc1ncn(CCc2ccccc2)n1	9	nt	-2
CCC1CCCCN1CCNC(=O)CCc1nnc(C(C)C)o1 (configuration not stated)	2	nt	-4
O=C(Nc1nccs1)C1CCCN(S(=O)(=O)N2CCCCCC2)C1 (configuration not stated)	2	nt	-3
CC(CN(C)C(=O)OC(C)(C)C)C(=O)NCCc1c(F)cccc1F (configuration not stated)	3	nt	-8
CN(CCCc1nc2ccccc2[nH]1)C(=O)C1C2CCCCC21 (configuration not stated)	7	-6	-10
Cc1ccc(C2=N/C(=C\c3ccco3)C(=O)O2)cc1C	-3	-2	0
CCCN(CC(=O)N(CCc1ccc(OC)c(OC)c1)Cc1sccc1C)C(=O)NC1CCCCC1	-8	-4	-1
O=S(=O)(NC1CCN2CCCCC12)c1ccc2c(c1)OCCO2 (configuration not stated)	0	nt	-17
